Compound activity as filed in PubChem BioAssay.
Pf apPOL inh: Pf-apPOL inhibitors, biochemical, fluorescence | inhibition, % at 10 µM | Recombinant Pf-apPOL, molecular beacon fluorescence, 1.5 h | 0.25% of 210,000 active | Plasmodium falciparum apicoplast DNA polymerase (apPOL)
mHTT-CaM PPI inh: mutant huntingtin-calmodulin interaction inhibitors – biochemical, AlphaScreen, primary screen; 3.6% of 190,000 active; AlphaScreen His-mHTT/GST-CaM binding, luminescence; P42858; inhibition, % at 15 µM; AID 1671202, 2021;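 also: 0% = both proteins with DMSO and 100% = one protein alone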
* hit, by the source's call; nt = not tested or not shown; & = joins results of further samples. Rule as the data show it: active = inhibition above about 50%; inactive = the rest.

SMILES	Pf apPOL inh	mHTT-CaM PPI inh
Cn1c(-c2ccc(Cl)cc2)csc1=NC(=S)NCCc1ccccc1	-1	nt
COc1ccc(NC(=O)c2cc(Br)ccc2OC)c(OC)c1	-11	-9
COc1ccc(NC(=O)C2CCN(c3cc(N4CCCCC4)ncn3)CC2)cc1OC	-9	22
Cc1ccccc1N1CC(C(=O)N2CCCC2)CC1=O (centres undefined)	0	-4
CC(C)c1nnc(C2CCN(CC(=O)Nc3ccccc3F)CC2)o1	3	-14
COc1ccc(-n2c(C)c3c(C)nnc(C)c3c2C)cc1OC	3	5
O=C(c1ccc(F)cc1)N1CC(C(=O)N2CCCCC2)C(c2ccccc2)C1 (centres undefined)	0	4
CC(C)C(NC(=O)/C(=C\c1ccco1)NC(=O)c1ccccc1Br)C(=O)O (centres undefined)	-6	-5
CC(Nc1cc(N2CCN(C(=O)c3cccs3)CC2)ccc1[N+](=O)[O-])c1ccccc1 (centres undefined)	3	35
COc1ccc(OCC(=O)N2CCc3c(c(COCc4ccccc4C)nn3C)C2)cc1	-6	25
CN1C(=O)CC(C(=O)Nc2ccc(Cl)cc2)SC1=Nc1ccc(Cl)cc1 (centres undefined)	0	3
Cc1ccc(S(=O)(=O)N2CCCCCC2)cc1[N+](=O)[O-]	-5	5
COc1ccc(CCNC(=O)CCS(=O)(=O)c2cccc3nsnc23)cc1OC	2	5
CCc1nc(-c2cccnc2N2CCCC(C(=O)N3CCCCC3)C2)no1 (centres undefined)	-4	16
Cn1nc(-c2nc(C3CC3)no2)c2c1CCN(C(=O)c1ccc(Cl)s1)C2	-5	-2
Cc1c(C(=O)Nc2ccc3c(c2)OCO3)sc2ncnc(N3CCCCC3)c12	-26	12
O=C(O)C1CCCCC1C(=O)Nc1nnc(C2CC2)s1 (centres undefined)	4	6
c1ccc(-c2ncc(CSc3nc4ccccc4s3)o2)cc1	5	-36
O=C(Nc1ccc(N2CCCC2)c(Cl)c1)c1ccc([N+](=O)[O-])cc1	-12	30
Cc1ccnc(NS(=O)(=O)c2ccc(NC(=O)CC(C)c3ccccc3)cc2)n1 (centres undefined)	-5	5

7 entries from above, set out differently.
Sequence of screens: Pf apPOL inh | mHTT-CaM PPI inh
CN1C(=O)CC(C(=O)Nc2ccc(Cl)cc2)SC1=Nc1ccc(Cl)cc1 (centres undefined)
    0 | 3
c1ccc(-c2ncc(CSc3nc4ccccc4s3)o2)cc1
    5 | -36
Cn1nc(-c2nc(C3CC3)no2)c2c1CCN(C(=O)c1ccc(Cl)s1)C2
    -5 | -2
Cc1ccnc(NS(=O)(=O)c2ccc(NC(=O)CC(C)c3ccccc3)cc2)n1 (centres undefined)
    -5 | 5
O=C(Nc1ccc(N2CCCC2)c(Cl)c1)c1ccc([N+](=O)[O-])cc1
    -12 | 30
Cc1c(C(=O)Nc2ccc3c(c2)OCO3)sc2ncnc(N3CCCCC3)c12
    -26 | 12
O=C(O)C1CCCCC1C(=O)Nc1nnc(C2CC2)s1 (centres undefined)
    4 | 6

More structures
SMILES	Pf apPOL inh	mHTT-CaM PPI inh
O=C(Nc1ccc(-c2ccc(N3CCOCC3)nn2)cc1)c1cccs1	19	-4
O=C(O)CC12OC3C4C5CC(C6C5C3C61)C42 (centres undefined)	-7	nt
CC(=O)N1CCCN(C2=NS(=O)(=O)C(c3ccc(C)cc3)=C2C)CC1	2	1
CCOc1ccc(-c2nc(C(=O)Nc3ccccc3F)cs2)cc1	-3	-5
Cc1ccccc1NC(=O)NC1CCN(C(=O)C2CC2)C1 (centres undefined)	-4	-5
COc1ccc(-c2cc3c(c4c2ccn4C)C2CCC3O2)cn1 (centres undefined)	-8	10
Cc1ccc(C(=O)N2CCCC(COc3ccc(C(=O)NC4CC4)cc3)C2)cc1C (centres undefined)	1	23
CCc1ccc(N=Cc2[nH]c3ccc(Br)c(Cl)c3c2O)cc1	0	6
COc1ccccc1CC(=O)Nc1ccc(C(=O)Nc2nccs2)cc1	-8	10
COC(=O)C(C)Sc1nnc(NC(=O)c2snnc2C)s1 (centres undefined)	3	3
CCOC(=O)N1CCN(CCC(=O)Nc2ccc3c(c2)OCO3)CC1	-2	1
O=C(Cc1cc(-c2ccc3c(c2)OCO3)on1)NCc1cccnc1	-1	-14
O=[N+]([O-])c1ccc(N2CCOCC2)cc1OCCOc1ccccc1	-6	7
O=C(C=Cc1ccco1)c1ccccc1O	4	34
O=C(Nc1ccc(N2CCCCC2)cc1)c1ccc(Cl)cc1	4	-4
CCOc1ccc(C(=O)Nc2ccc(OC)cc2OC)cc1	-3	1
Cc1nnc(-c2nnc(N3CCCC3)c3ccccc23)o1	-3	6
Cc1noc(C)c1CC(=O)N1CC(c2nc(-c3cccs3)no2)C1	-6	-13
Clc1ccc(-c2csc(Cc3ccccc3)n2)cc1	-6&-6	nt
CC(C)NC(=O)NCCC1CCN(C(=O)Nc2cccc(Cl)c2)CC1	-6	-13
COc1cccc(C(=O)NCC2Cc3cc(F)ccc3O2)c1 (centres undefined)	-4	-9
CCOC(=O)c1cn2nc(N3CCCC3)ccc2n1	-12	nt
CCC(C)N1Cc2cc(NC(=O)Cc3ccccc3)ccc2OC(C)C1=O (centres undefined)	-5	-3
COc1cc2c(C(=O)N3CCC(Cc4ccccc4)CC3)cn(C)c(=O)c2cc1OC	-13	39
Cc1nc(OCC(=O)Nc2cccc(Cl)c2)c2ccccc2n1	-2	-1
O=C1Nc2ccc(Br)cc2/C1=C/c1ccc([N+](=O)[O-])o1	-7	71*
CCOc1ccccc1NC(=O)c1ccoc1C	-5	-1
CNc1nc(C)c([N+](=O)[O-])c(C)c1C#N	0	nt
COc1ncc(C(=O)NCc2ccc(C)cc2)cn1	-2	0
Cc1ccc(-c2noc(C3CCN(CC(=O)Nc4cc(F)ccc4C)CC3)n2)cc1	-1	-6
Cc1ccc(CNc2ccc(-c3nc(-c4ccc(F)cc4)no3)cn2)o1	2	-4
Cc1ccc(NC(=O)C2CCN(S(=O)(=O)c3ccc(Br)s3)CC2)cc1F	-4	-19
Cc1ccc(NC(=O)N2CCc3nc(-c4ccccc4)ncc3C2)cc1C	4	-9
Cc1nc(-c2cn(C)c3ncccc23)sc1C(=O)NCc1ccccc1	2	33
O=C(NCC1(CO)CC1)C1CC=CCC1 (centres undefined)	-1	0
N#CC1=C(N)Oc2[nH]c(=O)[nH]c(=O)c2C1c1cccc([N+](=O)[O-])c1 (centres undefined)	3	-7
O=C(NCc1ccc(F)cc1Cl)C1CCN(c2cncnc2N2CCOCC2)CC1	-1	7
CCc1ccc(S(=O)(=O)N2CCC(c3noc(-c4cccc(F)c4)n3)CC2)cc1	-3	-13
CCCCCC/C=C/c1ccc([C@H]2[C@H]3C=CC[C@@H](C)[C@@H]3C(=O)N2Cc2ccccc2)c(F)c1	-4	-16
COc1ccccc1CN1CC(C(=O)NCc2cccnc2)CC1=O (centres undefined)	-13	-4
O=C(C1CCCN(Cc2cccs2)C1)N1CCCCCC1 (centres undefined)	2	2
COc1ccc(C2CC(=O)C3=C(C2)Nc2ccccc2NC3c2cccc(C(F)(F)F)c2)cc1 (centres undefined)	8	17
Cc1ccc(NC(=O)c2cccc([N+](=O)[O-])c2)c(C)c1	-1	8
CCSc1nc2ccc(NC(=O)c3ccccc3Cl)cc2s1	-2	-7
COc1ccc(OC)c(N(CC(=O)Nc2ccc(Cl)cc2C)S(C)(=O)=O)c1	-12	8
CN(Cc1ccccc1)S(=O)(=O)c1ccc(C(=O)Nc2nnc(-c3cccs3)o2)cc1	-68	13
COc1ccc(C(=O)OC(=Cc2nccn2C(=O)c2ccc(OC)cc2)c2ccc(OC)cc2)cc1	-2&-1	nt
O=C(NCc1ccccc1)C1CCc2sc(C(=O)N3CCOCC3)cc2C1 (centres undefined)	-2	3
O=C(NCc1cccnc1)C1c2ccccc2C(=O)N1C1CCCCCC1 (centres undefined)	0	-5
CN(C)C(=O)c1c(NC(=O)c2ccccc2Cl)sc2c1CCCCC2	-1	10
Additional results follow:
SMILES	Pf apPOL inh	mHTT-CaM PPI inh
Cn1nc(C(=O)N2CCC(Nc3cccnc3)C2)c2ccccc21 (centres undefined)	0	0
CC(Oc1ccccc1)C(=O)N1CCC(n2nc(-c3ccsc3)ccc2=O)CC1 (centres undefined)	2	71*
Cc1ccc(CCN2CC(C(=O)NCCc3ccc(Cl)cc3)CC2=O)cc1 (centres undefined)	-2	9
COc1cccc2cc(C(=O)NC3CC(O)C(CO)C3)oc12 (centres undefined)	-3	-2
COc1ccc(CCNC(=O)CC2NCCNC2=O)cc1OC (centres undefined)	-2&-1	9&-3
O=C(Nc1cccc(-c2nc3ncccc3o2)c1)c1ccccc1[N+](=O)[O-]	10&0	15&-1
CCOc1ccc(Nc2nc(-c3c(C)nc4cc(C)ccn34)cs2)cc1	-26	67*
COc1ccc(N2C=C(C#N)S(=O)(=O)c3ccc(C)cc32)cc1OC	-4	-6
Cc1ccc(N2C(=O)Cn3cccc3C2C(=O)NC2CCCC2)cc1 (centres undefined)	-1	27
Cc1nnc(-c2cc3ccccc3n2CC(=O)Nc2ccc(C(F)(F)F)cc2)o1	-2	-6

Of the compounds above, these have a cyano group.
SMILES	Pf apPOL inh	mHTT-CaM PPI inh
CNc1nc(C)c([N+](=O)[O-])c(C)c1C#N	0	nt
N#CC1=C(N)Oc2[nH]c(=O)[nH]c(=O)c2C1c1cccc([N+](=O)[O-])c1 (centres undefined)	3	-7
COc1ccc(N2C=C(C#N)S(=O)(=O)c3ccc(C)cc32)cc1OC	-4	-6

More results:
SMILES	Pf apPOL inh	mHTT-CaM PPI inh
Cc1ccc(C2CC(C(F)(F)F)n3nc(C(=O)Nc4ccc(Cl)cc4)cc3N2)cc1 (centres undefined)	-1	4
C=CS(=O)(=O)c1ccc(C)cc1	1	nt
O=C(CCS(=O)(=O)c1cccc2nsnc12)Nc1cccc(C(F)(F)F)c1	2	6
CCOC(=O)N1CCc2nn(CC(=O)Nc3ccccc3C(F)(F)F)c(=O)cc2C1	-6	-2
COCCn1c(C2CCN(C(=O)Nc3cc(F)ccc3F)C2)nc2cccnc21 (centres undefined)	-8	1
O=C(c1cccc(-c2nccnc2N2CCCC2)c1)N1CCN(c2ccccc2)CC1	0	48
CCOc1cc2c(cc1OCC)C1CC(=O)N(c3ccc(F)cc3F)C(=O)N1CC2 (centres undefined)	-5	21
C=CCn1cnc2c1c(=O)n(CC)c(=O)n2-c1ccc(F)cc1F	1	0
O=S(=O)(O)c1ccc(-c2nnc(-c3ccccn3)nc2-c2ccc(S(=O)(=O)O)o2)o1	nt	100*
CSc1ccc(Cl)c(C(=O)Nc2ccc3c(c2)N(C(C)=O)c2ccccc2CC3)c1	-10	18
O=[N+]([O-])c1ccccc1S(=O)(=O)NCc1nnnn1C1CCCCC1	-5	-10
Cc1ccc(NC(=O)Cc2cn3cc(F)ccc3n2)c(C)c1	-6	6
Cc1ccnc(NC(c2cccs2)c2ccc3cccnc3c2O)c1 (centres undefined)	4	100*
CCN(CC)c1nc(-c2ccc(OC)c(OC)c2)cc(C(F)(F)F)n1	-7	-38
Cc1ccc2ncc(C#N)c(N3CCC(C(=O)Nc4ccccc4)CC3)c2c1	4	-6
COc1ccc(C(=O)N=c2sc3cc(F)ccc3n2C)c(OC)c1	7	0
O=C(NCCCc1ccccc1)c1cccc(NC(=O)C2CCC2)c1	-6	-11
C=CCn1c(=N)c(C(=O)NCc2ccccc2)cc2c(=O)n3cc(C)ccc3nc21	-14	-4
O=C(NC1(c2nc(-c3ccccc3)no2)CCCCC1)c1cccc(F)c1	0	-2
CC(=O)c1cccc(NC(=O)c2noc3c2CC(C(C)(C)C)CC3)c1 (centres undefined)	-3	3

A different layout for six compounds above:
Compound | Pf apPOL inh | mHTT-CaM PPI inh
O=C(NC1(c2nc(-c3ccccc3)no2)CCCCC1)c1cccc(F)c1 | 0 | -2
CC(=O)c1cccc(NC(=O)c2noc3c2CC(C(C)(C)C)CC3)c1 (centres undefined) | -3 | 3
Cc1ccc2ncc(C#N)c(N3CCC(C(=O)Nc4ccccc4)CC3)c2c1 | 4 | -6
O=[N+]([O-])c1ccccc1S(=O)(=O)NCc1nnnn1C1CCCCC1 | -5 | -10
O=C(NCCCc1ccccc1)c1cccc(NC(=O)C2CCC2)c1 | -6 | -11
CCN(CC)c1nc(-c2ccc(OC)c(OC)c2)cc(C(F)(F)F)n1 | -7 | -38

Following part.
SMILES	Pf apPOL inh	mHTT-CaM PPI inh
CC1CN(C(=O)c2ccccc2NC(=O)c2ccc(Br)cc2)CC(C)O1 (centres undefined)	1	-6
CC(C)CCn1c(S(=O)(=O)O)nc2ccccc21	-1	0
O=C(Cc1csc(-c2ccccc2)n1)N1CCCC1	-8	6
COc1c(S(=O)(=O)N2CCN(c3ccc(F)cc3)CC2)ccc(Cl)c1Cl	-15	5
COC(=O)c1ccc(CN(C(C)=O)C(=O)Nc2ccc(C(=O)OC)cc2C)cc1	7	nt
CC1CCCN(C(=O)CSc2nnc(-c3ccc(Cl)s3)o2)C1 (centres undefined)	5	7
CCOC(=O)CNC(=O)NCCC1CCN(S(=O)(=O)c2ccccc2)CC1	-5	32
CC1CCN(C(=O)c2cc3cn(C(C)C)cc3s2)CC1	-8	42
CC(=O)N1C(=O)C(=C2C=C(C)OC(C)=C2)c2ccccc21	-6	10
NC(=O)c1sc(-c2ccsc2)cc1N	-1	nt
Cc1nc2nc(SCC(=O)O)nn2c(C)c1Cc1c(F)cccc1Cl	36	0
CCOc1cc(/C=C2\NC(=O)NC2=O)cc(I)c1OCC	-3	28
CCCOc1nccnc1NC1CCN(C(=O)c2ccccn2)CC1	-4	0
CC(C)(C)c1cc(CCC(=O)NNC(=O)c2ccco2)cc(C(C)(C)C)c1O	1	7
O=C(Nc1c2c(nn1-c1ccc(Cl)cc1)CSC2)c1ccccc1[N+](=O)[O-]	-5	26
CCCc1[nH]n(-c2nc3ccccc3s2)c(=O)c1C(C)=NCCO	0&-3	6&2
CCCn1c(=O)c(N2CCN(C(=O)c3cccc(Cl)c3)CC2)nc2ccccc21	-5	-21
O=C(c1ccc(N2CCNC(c3ccccc3)C2)nc1)N1CCN(c2ccc(F)cc2)CC1 (centres undefined)	0	48
COc1cc(OC)c(NC(=O)CSc2nccnc2N2CCSCC2)cc1Cl	-7	1
C/C(=C\C(=O)c1cccnc1)NCc1ccc(F)cc1	-16	4
